HSF1 inh: HSF1 inhibition | 0.77% of 300,000 active | NIH3T3-HGL HSE-luciferase, MG132-induced, luminescence 8 h; hits give low values | activity change, negative = inhibition, % at 7.5 µM (by protocol);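 active = more than half of replicate wells show activity change below -50%, luminescence cut by over half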;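 also: luciferase reports HSF-1 transcriptional activity via heat shock element; 0% = median of DMSO wells and -100% = zero luminescence signal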
AI-2 QS modul: modulates the Vibrio harveyi AI-2 quorum sensing system; Vibrio harveyi JMH597 AI-2 luminescence/OD600 ratio, 9 h; hits give low values; strain lacks LuxN and CqsS sensors; 0 = neutral-control median; activity change, % at 7.5 µM; 0.4% of 300,000 active; AID 2094; in the data active = activity change below about -75%, passing the limit was not always enough;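 also: luminescence divided by OD600 gain over 9 h not by final OD600 alone; inactives centre near 13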
HSF-1 act: increases HSF-1 driven luciferase reporter signal | 1.7% of 300,000 active | activation, % at 9 µM | NIH3T3-HGL HSF-1 luciferase reporter, MG132, 8 h; 100% = twice DMSO control signal;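 active = mean replicate activation of at least 50% with a set share of replicates each reaching 50%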;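 also: 0% = median of the neutral control wells and 100% = twice that signal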
GSK3B inh: human GSK3beta kinase inhibition; P49841; GST-GSK3beta kinase, ADP-Glo luminescence, 60 min; hits give low values; activity score (negative = inhibition), % at 10 µM; 0.038% of 300,000 active; AID 2097;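 active = more than half of replicate wells score below -50%, meaning over 50% inhibition versus plate controls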;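 also: 0% = median DMSO wells and -100% = median GW8510 positive control wells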
Target sequence (P49841 whole entry, looked up): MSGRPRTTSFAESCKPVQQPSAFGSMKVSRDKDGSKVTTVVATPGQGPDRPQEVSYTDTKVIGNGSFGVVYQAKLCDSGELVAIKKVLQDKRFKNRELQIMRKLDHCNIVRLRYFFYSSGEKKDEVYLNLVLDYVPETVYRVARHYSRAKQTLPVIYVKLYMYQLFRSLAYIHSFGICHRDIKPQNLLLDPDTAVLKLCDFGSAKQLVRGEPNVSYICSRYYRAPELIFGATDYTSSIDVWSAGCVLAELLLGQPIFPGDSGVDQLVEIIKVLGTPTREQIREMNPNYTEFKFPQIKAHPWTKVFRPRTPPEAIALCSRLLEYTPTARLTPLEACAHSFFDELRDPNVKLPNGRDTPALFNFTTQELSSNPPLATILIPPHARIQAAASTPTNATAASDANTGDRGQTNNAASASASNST
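Assay system: GST-fused GSK3beta enzyme, cell-free / Medium: Tris pH 7.5 buffer with MgCl2, DTT, BSA, heparin / Also added: peptide substrate plus 25 µM ATP (final) / Compound: 10 µM single point / Timing: kinase reaction with compound 60 min at room temperature / Detection: ADP-Glo luminescence / Benchmarks: DMSO neutral wells and GW8510 at 20 µM as positive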
KLF5 inhibitor: kruppel-like factor 5 inhibition | inhibition, % at 5 µM | 0.23% of 290,000 active | DLD-1 KLF5 promoter-luciferase reporter, luminescence;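 active = inhibition above a per-plate limit of that plate's mean compound inhibition plus 3 SD, cut at about 60% in these data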;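 also: 0% = DMSO wells and 100% = LY294002 at 200 µM; higher means less KLF5 promoter-driven luciferase light; inactives centre near -14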
PolyA inhibitor: yeast polyadenylation inhibition | 0.02% of 300,000 active | S. cerevisiae SKY197-pL101 polyadenylation reporter, beta-gal luminescence; efflux-impaired pdr1/pdr3 knockout yeast; score 100 = 6 SD above DMSO | calls only at 12 µM | AID 1875;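 active = lowest replicate activity score at least 50, where 100 means six control SD above control mean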;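 also: yeast exposed to compound for 9 h at 30 °C; higher score means more reporter readthrough which indicates perturbed polyadenylation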
HSP90 inh: inhibitors of HSP90 luciferase refolding in rabbit reticulocyte lysate; 0.91% of 290,000 active; luciferase refolding luminescence, 3 h; AID 1789; inhibition, % at 5.6 µM;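 active = inhibition above the screen-wide mean plus 3 SD, computed separately per campaign, cut at about 16% in these data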;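 also: 0% = DMSO wells and 100% = 60 µM geldanamycin wells; inhibitors lower the luminescence because luciferase stays unfolded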
GSK3A inh: blocks human GSK-3 alpha kinase; P49840; ADP-Glo luminescence, 60 min; inhibition, % at 10 µM; 0.1% of 320,000 active;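 in the data active = inhibition above about 50%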;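 also: GST-tagged GSK-3 alpha with peptide substrate and 25 µM ATP; 0% = DMSO neutral wells and 100% = GW8510 positive control wells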
Target sequence (P49840 whole entry, looked up): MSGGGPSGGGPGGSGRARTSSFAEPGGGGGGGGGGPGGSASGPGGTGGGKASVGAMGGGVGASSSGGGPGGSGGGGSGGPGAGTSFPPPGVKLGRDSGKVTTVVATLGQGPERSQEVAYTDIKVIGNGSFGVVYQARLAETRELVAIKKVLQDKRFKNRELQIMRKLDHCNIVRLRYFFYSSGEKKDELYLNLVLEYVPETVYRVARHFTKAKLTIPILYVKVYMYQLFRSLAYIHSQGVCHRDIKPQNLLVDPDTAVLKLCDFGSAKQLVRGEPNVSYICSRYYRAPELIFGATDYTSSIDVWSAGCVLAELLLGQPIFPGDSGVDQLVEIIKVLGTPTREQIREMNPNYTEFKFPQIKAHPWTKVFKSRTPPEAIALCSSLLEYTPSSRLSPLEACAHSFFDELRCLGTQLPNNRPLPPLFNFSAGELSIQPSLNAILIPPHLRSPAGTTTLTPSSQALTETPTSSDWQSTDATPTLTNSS
IEC-6 tox: kills IEC-6 intestinal cells in KLF5 counter-screen | IEC-6 cytotoxicity, luminescence viability | inhibition, % at 5 µM | 0.78% of 290,000 active; in the data active = inhibition above about 22%;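 also: 0% = plate median of test compound wells and 100% = cytotoxic reference compound wells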
aSyn 5UTR inh: 5' untranslated region of α-synuclein, MLPCN primary screen | alpha-synuclein 5'UTR reporter, inhibitor activity | inhibition, % (tested at 7.5 µM) | 0.82% of 300,000 active | AID 1813; in the data active = inhibition above about 60%;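 also: H4 neuroglioblastoma cells stably carrying SNCA 5'UTR luciferase fusion; 0% = DMSO wells and 100% = positive control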
Starred values were filed as active, the others as inactive; i = inactive; . = no result given. Some of the compounds tested; the hit share may differ from the screen's.

SMILES	HSF1 inh	AI-2 QS modul	HSF-1 act	GSK3B inh	KLF5 inhibitor	PolyA inhibitor	HSP90 inh	GSK3A inh	IEC-6 tox	aSyn 5UTR inh
Cc1csc(NC(=O)c2cccc(S(=O)(=O)N3CCCCC3)c2)n1	-1	11	10	1	-2	i	0	-4	-5	-27
CN(C)C(=O)COc1ccc(Br)cc1	2	29	9	-2	-3	i	-2	-2	0	12
COc1ccc(N=C2SCC(c3ccc([N+](=O)[O-])cc3)=NN2CCO)cc1	-4	34	-5	-2	-7	i	2	-1	3	15
CCOC(=O)C1C(=O)NC(N2CCc3ccccc32)=NC1c1ccccc1 (stereo unspecified)	0	8	-2	1	-23	i	-1	-1	1	20
COc1ccc(CN2CCN(C(C)C(=O)N3CCc4ccccc43)CC2)cc1OC (stereo unspecified)	-7	13	-15	-1	-41	i	-5	2	2	19
CC(/C=N\NC(=O)Cn1c(C)nc2ccccc21)=C\c1ccccc1	7	2	24	2	-8	i	4	2	0	-6
S=c1nc(-c2ccccc2)n(CCCn2ccnc2)c2c1CCCC2	-2	19	4	1	-8	i	-8	-1	-5	20
CCOC(=O)Cc1nn(C)c(=O)c2ccccc12	2	39	-5	5	-45	i	1	-6	-2	28
Cc1c(C#N)c2ccccc2n1CC(=O)NCc1cccnc1	-5	40	4	-3	4	i	1	1	10	-2
O=C(NCCn1cc(SCc2ccc(F)cc2)c2ccccc21)c1c(F)cccc1F	-3	27	3	1	-1	.	5	0	0	22
CCN(CC(=O)NCc1ccc(F)cc1)C(=O)/C=C/c1ccc(OC)c(S(=O)(=O)NC(C)C)c1	-8	18	-11	0	48	i	-1	-3	73*	63*
CC1(C)C(c2ccccc2)=[N+]([O-])CN1O	-4	19	4	2	-26	i	-3	0	3	10
CC(C)c1onc(C(=O)NCc2ccccn2)c1[N+](=O)[O-]	-3	-1	-7	-2	-3	i	2	-1	0	13
S=C(NCc1cccs1)NCC1CCCO1 (stereo unspecified)	4	39	-5	3	-1	i	5	.	-5	-22
COc1ccc(-c2cccc(NS(=O)(=O)c3cc([N+](=O)[O-])ccc3Cl)c2)nn1	0	37	-5	4	.	i	.	.	.	-11
CCc1cc(CNC(=O)c2cc(COc3ccc(C)nc3)on2)on1	16	35	18	2	-59	i	-6	-2	2	-73
N#CCC(=O)N1CCCCCC1	-9	26	19	3	-15	i	-2	-4	-4	12
COc1ccccc1CNC(=O)OCc1nccnc1C(=O)Nc1ccc(Br)cn1	-5	7	11	-31	-15	i	-3	1	3	5
COc1ccc(C(CNC(=O)C(CCSC)NC(=O)c2ccccc2Cl)N2CCOCC2)cc1 (stereo unspecified)	-2	25	5	1	.	i	.	-5	.	9
Cc1cc2nc3s/c(=C/c4ccc(-c5ccccc5C(=O)O)o4)c(=O)n3c2cc1C	-4	17	-14	3	-47	i	0	-2	-5	-33
CCS(=O)(=O)Nc1ccc2c(c1)OCO2	-1	16	-9	1	-27	i	-1	0	-1	-8
O=C(c1ccccc1[N+](=O)[O-])N1CCc2ccccc2C1	-8	8	3	-8	-7	i	1	-4	3	22
O=C(N/N=C/c1cccnc1)c1ccc(NC(=O)c2cccc(Cl)c2)cc1	19	50	22	-4	-38	i	-2	-2	-8	-24
O=C(/C=C/c1cccc([N+](=O)[O-])c1)Nc1ccc(NC(=O)c2cccs2)cc1	.	7	.	-2	-48	i	-4	.	-6	-13
Cc1ccc(-c2nnc(SCC(=O)NC3CCCc4ccccc43)n2N)cc1 (stereo unspecified)	-3	7	-5	-1	-26	i	-2	0	4	11

Entries of single compounds, quoted from the list:
`CC(C)c1onc(C(=O)NCc2ccccn2)c1[N+](=O)[O-]` across the screens: HSF1 inh = -3; AI-2 QS modul = -1; HSF-1 act = -7; GSK3B inh = -2; KLF5 inhibitor = -3; PolyA inhibitor = i; HSP90 inh = 2; GSK3A inh = -1; IEC-6 tox = 0; aSyn 5UTR inh = 13
`CC(/C=N\NC(=O)Cn1c(C)nc2ccccc21)=C\c1ccccc1` across the screens: HSF1 inh = 7; AI-2 QS modul = 2; HSF-1 act = 24; GSK3B inh = 2; KLF5 inhibitor = -8; PolyA inhibitor = i; HSP90 inh = 4; GSK3A inh = 2; IEC-6 tox = 0; aSyn 5UTR inh = -6

Other compounds follow.
SMILES	HSF1 inh	AI-2 QS modul	HSF-1 act	GSK3B inh	KLF5 inhibitor	PolyA inhibitor	HSP90 inh	GSK3A inh	IEC-6 tox	aSyn 5UTR inh
COC(=O)[C@H]1C[C@@H]1[C@H](NS(=O)(=O)c1ccccc1)c1ccccc1	-2	7	-11	2	2	i	1	-2	0	13
Cc1nnc(SCCn2c(Br)nc3c2c(=O)[nH]c(=O)n3C)s1	1	12	0	1	-14	i	0	2	-1	7
CCN1C(=NCCOC)N[C@@H](c2cccc(F)c2)C(C(=O)OC)=C1C	-3	10	-3	3	-10	i	-5	3	-5	8
COc1ccc(C(=O)Cn2cc[n+](C)c2)cc1	20	17	32	2	-49	i	0	0	-5	-4
COc1ccccc1NC(=O)CSc1nnc(-c2ccncc2)o1	-63*	35	-70	2	-14	i	3	0	1	-42
Cc1cccc(N2CCN(S(=O)(=O)c3cccc4nonc34)CC2C)c1 (stereo unspecified)	19	7	47	-2	-28	i	-2	0	2	34
COc1ccccc1NC(=O)c1ccc2[nH]c(C)c(C)c2c1	31	2	47	-1	-157	i	-2	-1	11	-145
O=C1CCCCN1CC(=O)N1CCCC(Nc2ccc(F)c(F)c2)C1 (stereo unspecified)	-5	-2	-3	2	-16	i	-5	-1	0	-4
Cc1cc(C)n(-c2nc3ccccc3nc2N2CCN(C(=O)c3ccc(Cl)cc3)CC2)n1	1	13	4	6	4	i	0	-2	4	25
CN(C)c1ccnc(Nc2ccc(O)cc2)c1C#N	1	31	-1	1	3	i	2	-8	-7	-1
COc1ccc(OC)c(NC(=O)NNC(=O)COc2ccc([N+](=O)[O-])cc2)c1	-1	15	-5	1	-12	i	-4	0	-2	4
Oc1c(C=Nc2ccccc2)sc2ccccc12	11	3	20	-1	-8	i	38*	5	-7	-65
COc1ccc(N2C(=O)CC(Sc3nnnn3-c3ccc(F)cc3)C2=O)cc1 (stereo unspecified)	40	41	70*	3	-13	.	-1	-2	-1	11
Cc1ccc(CN(C)CC(=O)Nc2ccc3c(c2)CCC3)cc1	16	-14	23	2	19	i	2	-3	5	-2
O=P(O)(O)c1ccccc1OCCOCCOc1ccccc1P(=O)(O)O	.	.	.	.	-28	.	3	0	2	.
CCn1c(CNC(=O)c2cc(OC)c(OC)c(OC)c2)cc2cc(C)ccc21	8	22	32	-8	-21	i	1	1	9	-1
CCOc1ccc(NC(=S)Nc2ccc(OCC)cc2)cc1	-18	17	-23	3	-28	i	1	-7	-6	-7
O=C(NC1CCCC1)C1CCCN(S(=O)(=O)c2ccc(F)cc2)C1 (stereo unspecified)	3	-5	11	3	-2	i	3	0	7	7
CC(=O)N1N=C(c2ccco2)CC1c1cccs1 (stereo unspecified)	13	11	15	2	-24	i	1	1	-6	3
CC(=O)c1ccc(N2CCN(C(=S)Nc3ccc(Oc4ccccc4)cc3)CC2)cc1	-2	23	10	-1	22	i	4	0	4	1
O=C(Nc1ccccc1)Nc1ccncc1	4	19	-3	0	-4	i	-3	-2	2	-2
COc1ccccc1N1CCN(S(=O)(=O)c2ccc(Cl)s2)CC1	0	-4	9	2	-33	i	4	-3	2	14
COc1ccc(C2=C(C#N)C(=O)OC2)cc1	2	-8	-8	-2	-38	i	5	1	1	6
O=C(NC1CCCC1)C(c1ccsc1)N(C(=O)Cc1cccs1)c1ccccc1 (stereo unspecified)	1	20	0	2	-55	i	0	-2	4	4
O=C(Nc1nnc(C2CCCCC2)s1)C1CC(=O)N(c2ccc(F)cc2)C1 (stereo unspecified)	-3	14	17	-1	1	i	-4	0	-1	-8

The list goes on:
SMILES	HSF1 inh	AI-2 QS modul	HSF-1 act	GSK3B inh	KLF5 inhibitor	PolyA inhibitor	HSP90 inh	GSK3A inh	IEC-6 tox	aSyn 5UTR inh
Clc1ccc(/C=C/c2nc3ccccc3[nH]2)c(Cl)c1	-29	25	-36	-5	47	i	44*	2	9	68*
O=S(=O)(Nc1cccc2cn[nH]c12)c1ccc(F)cc1	16	-6	27	-4	15	i	2	-1	1	-9
O=C(Cc1ccccc1)Nc1c2c(nn1-c1cccc(Cl)c1)CS(=O)(=O)C2	-1	32	5	-2	6	i	0	15	-2	-11
COc1ccc2c(c1)C=C([C@@H]1C[C@H]3CN(c4ccccc4)C(=O)[C@]34CCCN14)CO2	14	3	19	0	75*	i	0	7	87*	-24
CCc1ccccc1-n1nnnc1-c1cnccc1C(F)(F)F	-7	8	2	3	-10	i	3	-1	-2	-5
CCOC(=O)c1c(C)[nH]c(C(=O)OCC(=O)Nc2cc(C)nn2-c2ccccc2)c1C	4	25	5	0	.	i	.	2	.	-10
O=C(Cn1cncn1)NCc1cc(F)ccc1F	-8	9	4	3	-39	i	-1	0	-4	1
Cc1cc(C)[n+](-c2ccc(F)cc2)c2[nH]c(=O)[nH]c(=O)c12	0	16	-10	-2	-22	i	1	-3	0	27
O=C(CCCN1C(=O)/C(=C\c2ccccc2)SC1=S)Nc1ccc(O)cc1	-3	-9	17	3	26	i	1	-2	-2	11
COc1ccc(-c2cc3ccccc3n2CC(O)CN2CCCCC2)cc1 (stereo unspecified)	8	9	8	-5	-9	i	2	-3	4	-12
CC1(C)OC(=O)C(=CNC(CO)C(=O)O)C(=O)O1 (stereo unspecified)	1	14	-2	4	-48	i	2	-1	6	-47
COc1cccc(C(=O)Nc2ncc3c(n2)CC(c2ccc(OC)cc2OC)CC3=O)c1 (stereo unspecified)	3	8	31	1	21	i	9	-2	20	-4
O=C1CCCN1CCC(=O)N1CCCC(N2CCN(c3ccccc3F)CC2)C1 (stereo unspecified)	-6	17	-23	-1	-10	i	2	1	2	-13
Cc1ccc2c(c1)C(=O)CC(O)(C(F)F)O2 (stereo unspecified)	-11	22	16	2	10	i	1	-1	7	-2
COc1ccc(C(=O)NNS(=O)(=O)c2ccc(OC)cc2)cc1	-2	-4	-1	-3	-21	i	7	-3	3	-16
COc1ccc(-n2c(SCC(=O)Nc3ccc([N+](=O)[O-])cc3OC)nc3ccccc32)cc1	5	23	2	-1	-33	i	5	.	7	35
CN1CCc2c(sc3c2C(=O)NC(c2ccco2)N3)C1 (stereo unspecified)	-7	9	1	3	-8	i	0	1	8	-18
N#CCCn1c(=S)[nH]c2ccccc21	-6	6	0	-1	-1	i	-2	-1	-5	8
COc1cc(NS(=O)(=O)c2ccc(NC(=S)NC(=O)/C=C/c3ccco3)cc2)ncn1	9	6	19	8	-3	i	0	.	-3	-4
COCCCN(C(=S)Nc1cc(Cl)cc(Cl)c1)C(C)c1ccccn1 (stereo unspecified)	3	19	-14	-1	-33	.	-5	0	-1	-7
CCc1ccccc1NC(=O)CC(NCc1ccccc1)C(=O)O (stereo unspecified)	0	20	7	-1	-15	i	-1	-2	4	3
O=C(NCCn1c(C(F)(F)F)nc2cc(C(F)(F)F)ccc21)[C@H]1CCCN1c1nc(CN2CCCCC2)cs1	-12	4	-14	-2	-8	i	-6	-2	-5	-5
Cc1ccccc1C(=O)Nc1ccnc(-c2ccncc2)n1	-11	19	-13	-1	-24	i	-1	0	-2	14
